mcGAS lum: blocks mouse cGAS activity; recombinant cGAS, Kinase-Glo ATP depletion luminescence; inhibition, % at 12.5 µM; 0.15% of 160,000 active;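 also: 0% = negative control wells and 100% = reference inhibitor with no enzyme activity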
hcGAS inh: inhibitors of human cGAS | Q8N884 | inhibition, % at 12.5 µM | 0.081% of 290,000 active | recombinant h-cGAS, ATP depletion, Kinase-Glo luminescence;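 also: 0% = vehicle reaction and 100% = reaction without DNA for no activity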
Target sequence (Q8N884 whole entry, looked up): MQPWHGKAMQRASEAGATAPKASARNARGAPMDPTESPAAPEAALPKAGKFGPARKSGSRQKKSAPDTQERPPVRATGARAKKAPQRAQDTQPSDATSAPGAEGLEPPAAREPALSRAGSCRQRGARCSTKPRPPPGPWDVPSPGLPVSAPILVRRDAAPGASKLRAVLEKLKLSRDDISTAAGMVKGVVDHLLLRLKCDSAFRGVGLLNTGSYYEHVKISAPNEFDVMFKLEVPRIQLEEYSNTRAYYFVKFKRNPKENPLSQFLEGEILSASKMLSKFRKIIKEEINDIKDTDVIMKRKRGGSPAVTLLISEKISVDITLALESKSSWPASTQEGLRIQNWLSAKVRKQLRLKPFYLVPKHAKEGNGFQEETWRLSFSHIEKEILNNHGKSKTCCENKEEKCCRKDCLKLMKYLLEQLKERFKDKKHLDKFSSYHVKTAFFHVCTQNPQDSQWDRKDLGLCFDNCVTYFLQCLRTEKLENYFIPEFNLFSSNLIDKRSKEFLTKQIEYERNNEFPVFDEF
NPYLR7 agonist: activates Aedes aegypti NPYLR7 receptor. HEK293T NPYLR7/Galpha15, GCaMP6s calcium fluorescence. activation, % at 10 µM. 0.15% of 270,000 active. AID 1259423; in the data active = activation above about 40%;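 also: 0% = vehicle and 100% = reference agonist at the receptor; some compounds past the cut are filed as inactive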
An asterisk follows results filed as active; / = not tested or not shown; & = joins results of further samples. Rule as the data show it, unless noted: active = inhibition above about 40%; inactive = the rest.

SMILES	mcGAS lum	hcGAS inh	NPYLR7 agonist
CC(C1CC1)N(Cc1ccccc1)C(=O)Nc1nc2ccsc2s1 (centres undefined)	/	-8	12
COc1cccc(C(=O)N(Cc2ccc(OC)c(OCc3nc(CO)cs3)c2)Cc2ccco2)c1	-6	-6	7
COc1ccc(CNc2nnc(SCC(=O)N3CCCCCC3)s2)cc1	-8	-10	5
COc1ccc(C2=NN3C(C2)c2ccccc2OC3c2ccncc2)cc1OC (centres undefined)	-4	-1	1
COCCn1c(NCCC(c2ccccc2)c2ccccc2)nc2c1c(=O)[nH]c(=O)n2C	-8	-12	/
Cc1cc(C)c(NC(=O)Cn2cccc(-c3nc(-c4ccc(Cl)cc4)no3)c2=O)c(C)c1	-1	3	-4
CCCCOc1ccc(C(=O)NCCNc2cc(-n3ccnc3C)ncn2)cc1	-7	-2	-19
CN1C(=O)CC(C(=O)O)SC1=Nc1ccc(Br)cc1 (centres undefined)	3	4	-10
Cn1nnnc1-c1cccc(NC(=O)C(C)(C)C#N)c1	/	-15	9
CSCc1ccc(C(=O)N(C)Cc2cc(C(C)C)on2)o1	-1	-4	2
CN1C(=O)NC(c2ccc(F)cc2)C2=C1CN(CC(=O)NCCc1ccc(Cl)cc1Cl)C2=O (centres undefined)	-6	-10	-1
COc1ccc(NC(=O)CCN(CCCN2CCOCC2)c2nc(-c3cccs3)nc3ccccc23)cc1	-1	-1	11
COC(=O)c1ccc(COC(CN2CCN(C(=O)Nc3cc(OC)c(OC)c(OC)c3)CC2)c2cccc(OC)c2)cc1 (centres undefined)	-7	-10	/
CCN(CC)CCCn1c2c(c(SCC(=O)Nc3cccc4ccccc34)nc1=O)CCC2	-7	-6	-1
Cc1onc(-c2ccccc2)c1-c1ccc(S(N)(=O)=O)cc1	/	0&2	-7&-8
CNC(=O)C(C1CCCC1)N1CCN(C(=O)Nc2ccc(F)cc2)CC1 (centres undefined)	1	3	-18
CCOC(=O)C1=C(COC(=O)CCN2C(=O)C3CC=CCC3C2=O)NC(=O)NC1C (centres undefined)	-9	-5	1
CNS(=O)(=O)CCNc1nc(C)nc2c1CCN(C)CC2	/	-3	12
CCOC(=O)c1c(C)n(-c2ccccc2)c2ccc(OC(=O)c3ccc(S(=O)(=O)N(C)C)cc3)cc12	/	-3	-7
CC(C)(C)n1nc2c(c1NC(=O)C1(c3ccc(Cl)cc3)CCCC1)CS(=O)C2 (centres undefined)	/	-5	-3
CC(Sc1ccc(F)c(F)c1)C(=O)NC(=O)Nc1ccccc1 (centres undefined)	-17	-2	0
CCC(C)Nc1cc(C)nc2c(-c3ccc(C)cc3)cnn12 (centres undefined)	-6	-4	-5
CCOc1cc(C(=O)ON=C(N)Cc2ccc([N+](=O)[O-])cc2)cc(OCC)c1OCC	-4	-2	-4
CC1=C(C(=O)OC2CCCC(C)C2)C(c2ccccc2Cl)NC(=O)N1C (centres undefined)	-4	-9	-2
CN(C)c1oc(-c2ccc(COc3ccccc3)o2)nc1C#N	-9	-6	-1
Cc1cc(C(=O)N(C)CCc2ccncc2)nn1-c1ccccc1	/	-8	16
CSc1nn(CC(=O)Nc2ccc(C)c(F)c2)c(N)c1-c1nc(-c2ccc3c(c2)OCO3)no1	-8	-6	19
C[C@@H]1CCC2C(C)(C)C3CC21CC[C@@]3(C)O (some centres undefined)	-4	0	1
O=C(NCc1cccs1)c1cc(Br)ccc1F	-7	-13	0
CN(C)c1ccc(NC(=O)CCN2C(=O)c3ccccc3C2=O)cc1	/	-2	0
CCOc1ccccc1NC(=O)c1cc(S(=O)(=O)NCCc2ccc(Cl)cc2)ccc1F	/	3	-4
COCCN(CCC(=O)NCCC(C)C)c1nc(Cc2ccccc2)ns1	2	-1	-7
Cn1c(=O)n(CC(=O)NC(c2ccccc2)C2CC2)c2ccccc21 (centres undefined)	-9	-17	-1
Cc1cc(C)c(NC(=O)C[C@H](CC(=O)O)c2cccc3ccccc23)c(C(=O)N2CCC3(CCCC3)CC2)c1	-4	0	4
COc1cc(CN(C)S(=O)(=O)c2ccccc2OC)ccc1SC	/	-9	10
COc1cc(F)c(S(=O)(=O)Nc2ccc(C#N)cc2)cc1OC	-7&-5	-15&-10	-2&13
COCCN1CC(CN2CCc3[nH]ncc3C2)CC1=O (centres undefined)	-7	-11	/
FC(F)(F)c1ccccc1/C=N\Nc1nc(N2CCOCC2)nc(N2CCOCC2)n1	-5	-5	-3
O=C(NCc1n[nH]c(=S)n1-c1cccc(Cl)c1)c1c(F)cccc1Cl	-5	-2	-4
COc1ccccc1N(C)CC(=O)NC12CC3CC(CC(C3)C1)C2	/	-18&-3	2&6
Cc1cc(C)cc(N2CCC(N3CCN(Cc4cccc(C)n4)C(CCO)C3)CC2)c1 (centres undefined)	-8	-2	2
CCN(CC)S(=O)(=O)c1ccc(N/N=C\c2cc(C)n(-c3ccc(C)cc3)c2C)c([N+](=O)[O-])c1	-11	-13	-2
O=C1CN(c2ncnc3nc[nH]c23)CCN1Cc1cccc(F)c1	/	-6	0
O=C(/C=C/c1ccc(-c2ccccc2Cl)o1)c1ccco1	7	5	0
CS(=O)(=O)c1ccc(C(NC(=O)CC(c2ccccc2)c2ccccc2)c2ccc3c(c2)CCO3)cc1 (centres undefined)	/	-1	-14
CCCc1cc(N2CCCC2)n2nc(C)c(-c3ccccc3)c2n1	1	7	4
CC(NC(=O)c1ccc(Br)cc1)C(=O)N(C)Cc1ccsc1 (centres undefined)	/	-7	12
N#C/C(=N\Nc1cccc(C(F)(F)F)c1)c1nc2ccccc2s1	-6	-9	-1
Cn1c(=NC(=O)C2CCCN(c3cnccn3)C2)sc2ccccc21 (centres undefined)	/	-6	4
COCC(=O)N1CCN(c2ncnc3c2nnn3C)CC1	/	-1	-1
CN(C)CCCN1C(=O)CCCCc2sc3c(c21)CCCC3	-3	-6	-3
Cn1c(-c2cccc(C(F)(F)F)c2)cc2cnc(Nc3cccnc3)cc21	-7	-4	-15
COC(C)(C)c1noc(CC2CCCN(C(=O)NCC(C)C)C2)n1 (centres undefined)	/	-7	3
C=CCn1c(=O)c2c(nc3n(-c4ccccc4O)c(C)cn23)n(C)c1=O	/	-9	6
Cc1nc(NC#N)[nH]c(=O)c1Oc1ccccc1	-4	-1	-2
Cc1cccc(-c2nnc(SCC3CNC(=O)O3)n2C)c1 (centres undefined)	/	3	2
O=C(NC[C@@H]1CCCO1)c1cncn1-c1ccc(-c2cc(C(F)(F)F)cc(C(F)(F)F)c2)cc1	-4	-2	5
CCOC(=O)c1c(N=Cc2c(O)[nH]c(=O)[nH]c2=O)sc(C(=O)OC)c1CC(=O)OC	-8	-10	0
CCS(=O)(=O)Oc1cccc(CN(CC(C)C)C(=O)Nc2ccc(C)c(C)c2)c1	-5	-8	14
Cc1ccccc1C1c2ccsc2CCN1C(=O)CN(CC1CC1)S(=O)(=O)c1cc(Cl)ccc1Cl (centres undefined)	-3	-8	0

(cont.)
Fields – mcGAS lum, hcGAS inh, NPYLR7 agonist
> CN1CCc2cc(NC(=O)Nc3cccnc3)ccc21
    -2, 0, 5
> O=C(NCC1CCCO1)C(C1CCCC1)N1CCN(C(=O)c2cccs2)CC1 (centres undefined)
    -5, -7, -6
> Cc1cc(N2CCSCC2)ccc1NC(=O)c1cc2c(cc1O)CCCC2
    -17, -9, 2
> CCCCN(CC(=O)Nc1c(-c2ccccc2)c(C)nn1-c1ccc(C)cc1)C(=O)Nc1ccc(C(F)(F)F)cc1
    -2, 0, 6
> CC(=O)Nc1ccc(C(=O)NCC(c2cccs2)N2CCC(C)CC2)cc1 (centres undefined)
    /, -7, 4
> O=C(O)c1cccnc1CN1CCc2[nH]nc(C3CCC3)c2C1
    -11, -4, -1
> CN1CCC(=NNC(=O)Cc2cn3ccsc3n2)CC1
    /, -5, 3
> Cc1ccc[n+](C2=C(c3c(C(C)C)[nH]n(-c4ccccc4)c3=O)C(=O)N(C3CCCCC3)C2=O)c1
    -13, -18, 7
> COCCN1C(=O)N(CCc2ccccc2)C(=O)C12CCN(Cc1cccc3cccnc13)CC2
    -15, -3, 8
> O=C(NCCNC(=O)[C@H]1CCCN1C(=O)c1ccc(Cl)cc1)c1ccccc1
    -2, -1, 0

No new results follow: two of the compounds above.
Fields – mcGAS lum, hcGAS inh, NPYLR7 agonist
> CN1CCc2cc(NC(=O)Nc3cccnc3)ccc21
    -2, 0, 5
> O=C(NCC1CCCO1)C(C1CCCC1)N1CCN(C(=O)c2cccs2)CC1 (centres undefined)
    -5, -7, -6

The results go on:
Fields – mcGAS lum, hcGAS inh, NPYLR7 agonist
> Cc1ccc(N=Nc2c(O)[nH]c3ccc(Br)cc23)cc1C
    /, -5, 0
> Cc1c(C(=O)N2CCN(S(C)(=O)=O)CC2)nnn1-c1nc2c(s1)CCCC2
    /, -6, 17
> O=C(NCCCN1CCOCC1)C1Cc2cc([N+](=O)[O-])ccc2N2CCN(c3ccc(F)cc3)CC12 (centres undefined)
    1, -1, /
> Cn1c(=O)c2c(ncn2CCCC(=O)OC2CCCCC2)n(C)c1=O
    /, -8, 6
> CCCCOC(=O)c1ccc2c3c(onc13)-c1ccccc1C2=O
    /, 2, -15
> CO[C@H]1[C@H](NC(=O)c2ccccn2)c2ccccc2C12CCN(C(=O)CN1CCCC1=O)CC2
    -3, 1, 4
> CCCCSc1nnc2n1CCN2c1ccc(OC)cc1
    -2, -1, 5
> COc1ccc(N2C(=O)CN(CCCc3ccccc3)C3CS(=O)(=O)CC32)cc1Cl (centres undefined)
    /, -7, 4
> COc1ccc(C(=O)N2CCC(CCc3ccc4c(c3)OCO4)CC2)cc1OC
    -5, -3, 21
> O=C(c1ccc(CSc2ccc(Cl)cc2Cl)cc1)N1C2CCC1CC(Oc1ccc3c(c1)OCO3)C2 (centres undefined)
    1, 0, -9
> CC(=O)Nc1ccc(SCCCC(=O)N2CCC(Cc3ccccc3)CC2)nn1
    -7, -6, -3
> COC(=O)c1sc(NC(=O)c2c(-c3ccccc3)noc2C)c(C(=O)OC)c1C
    /, -3, -3
> Oc1ccc(Br)cc1C=NN1CCCCC1
    -4, -5, 5
> O=C(c1ncoc1C1CC1)N1CCOC(c2ccc(Cl)c(Cl)c2)C1 (centres undefined)
    /, 0, 1
> O=C(NC1CCCCC1)c1ccc(-c2cn[nH]c2)c2ccoc12
    -6, -2, 13
> COc1cc2c(cc1OC)CN(C1Sc3ccccc3NC1=O)CC2 (centres undefined)
    /, -1, -1
> CCOc1ccc(Nc2nc3c([nH]2)c(=O)[nH]c(=O)n3C)cc1
    0, -2, -3
> COc1ccc(CN(Cc2ccccn2)CC(C)C)c(Cl)c1O
    -11, -1, 0
> CCOc1ccccc1CN1CCN(Cc2ccc(C#CCCO)cc2)CC1CCO (centres undefined)
    /, -5, -1
> CN(CCC(=O)N1CCOCC1)Cc1cccc(C#N)c1
    /, -9, 3
> CC(=O)N[C@H]1C[C@@H](c2ccc3c(c2)OC(F)(F)O3)O[C@@H](C(C)C)C1
    1, -5, 3
> COc1ccc(C(=O)N2CC=C(c3ccccc3)CC2)cc1OC1CCN(C(C)=O)CC1
    /, 1&-4, 7
> CC(C)CN(CCC(=O)NCc1ccccc1)c1nc(Cc2ccccc2)ns1
    -4, -5, 25
> COCCN1CCC(CNc2nc(C)nc(C)c2C)CC1
    2, 9, /
> Cc1ccc(-c2nc(C)c(C)c(N3CCN(C(=O)Nc4cccc(C)c4C)CC3)n2)cc1
    -4, -7, 20
> CC1=Nc2ccccc2C1=Cc1c(O)n(-c2ccccc2)c(=S)[nH]c1=O
    -3, -5, 0
> O=C1NC(CCc2ccccc2)c2nc(-c3ccc(Cl)cc3)ncc21 (centres undefined)
    /, -6, 15
> CC1(C)C2CCC1(C)C(NS(=O)(=O)Cc1ccccc1)C2 (centres undefined)
    /, -10, 1
> CN(C)CC1CCCN1c1nccc(-n2cccn2)n1 (centres undefined)
    /, -3, -6
> CCOc1ccc(NC(=O)N2CCc3cc(OC)c(OC)cc3C2CNS(=O)(=O)c2ccc(Cl)cc2)cc1 (centres undefined)
    -2, 2, 2

Part of the list above, field by field.
CC(=O)N[C@H]1C[C@@H](c2ccc3c(c2)OC(F)(F)O3)O[C@@H](C(C)C)C1
  mcGAS lum: 1
  hcGAS inh: -5
  NPYLR7 agonist: 3

COc1ccc(C(=O)N2CC=C(c3ccccc3)CC2)cc1OC1CCN(C(C)=O)CC1
  mcGAS lum: /
  hcGAS inh: 1&-4
  NPYLR7 agonist: 7

Cc1ccc(-c2nc(C)c(C)c(N3CCN(C(=O)Nc4cccc(C)c4C)CC3)n2)cc1
  mcGAS lum: -4
  hcGAS inh: -7
  NPYLR7 agonist: 20

CC1(C)C2CCC1(C)C(NS(=O)(=O)Cc1ccccc1)C2 (centres undefined)
  mcGAS lum: /
  hcGAS inh: -10
  NPYLR7 agonist: 1

(next part)
Fields – mcGAS lum, hcGAS inh, NPYLR7 agonist
> COc1ccc(-n2nnnc2SCc2ccc(C(=O)N3C4CCC3CC(Oc3ccc(F)cc3F)C4)cc2)cc1 (centres undefined)
    0, 1, -7
> O=C(COC1CCCC1)OCc1sc2ccccc2c1Cl
    /, -8, 4
> O=C(NCCn1nc(-c2cccnc2)ccc1=O)NCc1ccccc1
    /, -8, 8
> O=C(CC1=CCNCC1)N1CCC(c2cc(-c3ccccc3Cl)n[nH]2)CC1
    /, -4, -1
> O=C(c1cn(C2CCCCC2)nn1)N1CCc2[nH]cnc2C1c1ccncc1 (centres undefined)
    -13, -7, /
> O=C(NC(C(=O)N1CCCC1)C1CCN(C(=O)c2ccccc2F)CC1)c1cccs1 (centres undefined)
    -3, -4, 6
> Cc1cc(C)c(Nc2ccnc(Nc3ccc(C#N)cc3)n2)c(C)c1
    -8, -9, -1
> COc1ccc(C(C)C)cc1S(=O)(=O)n1cc(C)nc1-c1ccccc1
    /, 3, -1

High-throughput results: PubChem BioAssay, Fisher Drug Discovery Resource Center
